Screens deposited in PubChem BioAssay by several laboratories.
AHR act: AHR activators, primary screen, cell-based, luminescence, luciferase reporter, human; Aryl hydrocarbon receptor (Homo sapiens), P35869; AHR-responsive luciferase reporter cells; activation, % at 5 µM; actives 2.5% (n = 320,000); AID 2796, 2010; in the data active means activation above about 47%;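 further: 0% = vehicle wells and 100% = reference agonist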
GLD-1 TGE inh: GLD-1/TGE RNA complex disruptors, primary screen, biochemical, fluorescence polarization | inhibition, % at 5.96 µM | actives 0.44% (n = 320,000) | purified GLD-1 + fluorescein TGE RNA | AID 2280, 2010;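 active means percent inhibition above a per-plate cutoff, the plate mean of test compounds plus 3 SD, cut at about 30% in these data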;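 further: 0% = DMSO wells with GLD-1 and probe and 100% = wells lacking GLD-1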
PAFAH1B2 inh: PAFAH1B2 enzyme inhibitors, primary screen, biochemical, fluorescence polarization, human | Platelet-activating factor acetylhydrolase IB subunit alpha2 (Homo sapiens), P68402 | recombinant PAFAH1B2, FP-rhodamine activity probe | inhibition, % at 3.39 µM | actives 1.2% (n = 340,000) | AID 492953, 2010;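 active means inhibition above the mean of all tested compounds plus 3 SD, cut at about 24% in these data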;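 further: 0% = enzyme with DMSO and 100% = wells lacking PAFAH1B2; many of its hits are not listed in these tables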
Target sequence (P68402 whole entry, looked up): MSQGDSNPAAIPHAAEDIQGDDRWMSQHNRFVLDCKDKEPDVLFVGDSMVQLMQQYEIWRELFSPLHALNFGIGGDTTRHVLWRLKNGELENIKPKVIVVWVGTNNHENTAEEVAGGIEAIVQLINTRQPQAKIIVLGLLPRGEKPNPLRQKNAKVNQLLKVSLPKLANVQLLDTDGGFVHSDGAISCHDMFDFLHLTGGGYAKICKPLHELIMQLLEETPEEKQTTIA
MCL1 BIM primary: inhibitors of MCL1 binding to BIM-BH3, primary screen, biochemical, fluorescence polarization | Induced myeloid leukemia cell differentiation protein Mcl-1 (Homo sapiens), Q07820 | GST-MCL1 / FITC-Bim-BH3 fluorescence polarization | inhibition, % at 10.9 µM | actives 0.68% (n = 320,000) | AID 2057, 2009;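 active means inhibition above the mean inhibition of all tested compounds plus 3 SD, set per campaign, cut at about 40% in these data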;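 further: 0% = DMSO wells and 100% = unlabeled Bim-BH3 peptide control; higher means more loss of mP so more displacement of Bim peptide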
Target sequence (Q07820 whole entry, looked up): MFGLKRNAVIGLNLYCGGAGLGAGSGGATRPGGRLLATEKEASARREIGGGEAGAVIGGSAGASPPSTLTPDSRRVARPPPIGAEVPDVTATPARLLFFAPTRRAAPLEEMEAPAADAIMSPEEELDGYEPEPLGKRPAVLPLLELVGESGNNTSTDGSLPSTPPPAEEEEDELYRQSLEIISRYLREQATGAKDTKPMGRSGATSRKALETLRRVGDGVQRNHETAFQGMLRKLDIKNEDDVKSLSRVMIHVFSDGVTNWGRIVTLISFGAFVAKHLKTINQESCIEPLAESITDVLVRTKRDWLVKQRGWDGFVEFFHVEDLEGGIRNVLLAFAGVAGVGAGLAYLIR
BCLXL inh: inhibitors of human Bcl-xL, primary screen, biochemical, fluorescence polarization, HTS. inhibition, % at 10.9 µM. Bcl-2-like protein 1 (Homo sapiens), Q07817. actives 0.7% (n = 320,000). GST-Bcl-xL / FITC-Bim BH3 peptide fluorescence polarization;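 active means inhibition above the mean of all tested compounds plus 3 SD, cutoff set per campaign, cut at about 30% in these data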;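 further: 0% = DMSO wells and 100% = unlabeled Bim-BH3 peptide competitor; inhibitors lower millipolarization by displacing the labeled peptide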
MEX-5 binding: MEX-5 zinc finger RNA-binding disruptors – biochemical, C. elegans, fluorescence polarization, MLPCN library, primary screen | MEX-5/FITC-TCR2 RNA binding; stronger effect = lower value | activity score (negative = inhibition of binding), % at 10 µM | Zinc finger protein mex-5 (Caenorhabditis elegans), Q9XUB2 | actives 0.38% (n = 300,000);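 active means inhibition past about -25% in most replicates, and total fluorescence under double the plate's negative control median, limit read from the data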;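 further: 0% = DMSO and -100% = 5 µM competing unlabeled TCR2 RNA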
PME-1 inh: PME-1 inhibitors via competitive probe labeling, primary screen, biochemical, fluorescence polarization, FP-Rh probe, HTS. AID 2130, 2009. inhibition, % at 5.9 µM. actives 0.53% (n = 320,000). recombinant PME-1. Protein phosphatase methylesterase 1 (Homo sapiens), Q9Y570;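 active means inhibition above the campaign mean of all compounds plus 3 SD, cut at about 26% in these data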;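 further: competitive labeling of PME-1 active site by serine hydrolase directed probe; 0% = PME-1 with DMSO and 100% = wells lacking PME-1 enzyme; inhibitors block probe labeling so polarization falls and inhibition rises; many of its hits are not listed in these tables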
Target sequence (Q9Y570 whole entry, looked up): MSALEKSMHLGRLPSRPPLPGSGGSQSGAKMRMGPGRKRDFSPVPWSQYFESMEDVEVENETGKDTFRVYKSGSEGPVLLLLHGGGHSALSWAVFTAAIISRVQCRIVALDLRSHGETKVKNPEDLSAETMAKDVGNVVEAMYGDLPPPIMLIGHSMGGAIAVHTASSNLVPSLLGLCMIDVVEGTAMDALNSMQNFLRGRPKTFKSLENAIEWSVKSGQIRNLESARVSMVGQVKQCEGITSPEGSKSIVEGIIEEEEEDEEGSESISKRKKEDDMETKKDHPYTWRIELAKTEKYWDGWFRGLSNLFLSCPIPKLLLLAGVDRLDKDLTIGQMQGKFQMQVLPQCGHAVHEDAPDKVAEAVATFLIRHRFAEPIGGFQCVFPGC
Fam108B inh: mouse Fam108B serine hydrolase inhibitors, primary screen, counter-screen for RBBP9 inhibitor project, biochemical, fluorescence polarization; recombinant Fam108B, FP-Rh probe fluorescence polarization; inhibition, % at 9.51 µM; actives 0.33% (n = 300,000); AID 1947, 2009;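 active means inhibition above the screen mean inhibition plus 3 SD, computed separately per campaign, cut at about 18% in these data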;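 further: inhibitors lower polarization as less probe binds the enzyme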
pPAFAH FP inh: pPAFAH enzyme inhibitors, primary screen, biochemical, fluorescence polarization, human. recombinant pPAFAH, FP-rhodamine probe fluorescence polarization. actives 1.5% (n = 330,000). inhibition, % at 3.39 µM. Platelet-activating factor acetylhydrolase (Homo sapiens), Q13093;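 active means inhibition above the mean inhibition across the screen plus 3 SD, cut at about 25% in these data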;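 further: inhibitors block binding of the rhodamine activity-based probe so polarization drops; 0% = enzyme with DMSO and 100% = wells lacking pPAFAH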
Numbers without * were called inactive; / = not tested or not shown. A portion of the library, so the mix of outcomes need not match the whole.

Values run as follows: AHR act | GLD-1 TGE inh | PAFAH1B2 inh | MCL1 BIM primary | BCLXL inh | MEX-5 binding | PME-1 inh | Fam108B inh | pPAFAH FP inh
#1 Cc1occc1C(=O)Nc1ccc2c(c1)OCO2
  125* | -3 | -3 | 4 | 2 | 0.8 | -4 | 0 | -3
#2 O=C(O)Cn1cnc2scc(-c3ccccc3)c2c1=O
  1 | -2 | -1 | -4 | 5 | 0.8 | 0 | -2 | 1
#3 COc1ccc(CCN2C(=O)C3C4CC(C5C(C(=O)NN)=NOC45)C3C2=O)cc1OC (stereo unspecified)
  8 | -5 | -2 | 9 | -2 | -0.5 | -6 | 5 | -3
#4 CCOc1ccc(NC(=O)CSc2nnc(N)s2)c([N+](=O)[O-])c1
  0 | -6 | 4 | 1 | 3 | 3.2 | 0 | -6 | -1
#5 Cc1ccccc1NS(=O)(=O)c1ccc(OCC(=O)NCC2CCCO2)cc1 (stereo unspecified)
  1 | -1 | 4 | 4 | 3 | -1.3 | 1 | 6 | 24
#6 Cc1cccc(-n2c(C)nc3cc(C(=O)NCc4ccc5c(c4)OCO5)ccc32)c1
  -3 | 1 | 2 | 3 | 3 | -0.1 | -1 | 5 | 7
#7 COc1ccc(NC(=O)CCCC(=O)O)cc1Cl
  0 | 0 | 1 | 4 | 6 | 0.6 | 0 | 0 | 0
#8 O=[N+]([O-])c1nn(-c2ccccc2)[n+]([O-])c1N1CCN(c2ccccc2)CC1
  0 | -7 | 1 | 0 | 4 | -0.2 | -2 | 1 | 1
#9 OC(CNCCC1C=Nc2ccccc21)Cn1c2ccc(Cl)cc2c2cc(Cl)ccc21 (stereo unspecified)
  2 | 3 | -6 | -3 | 4 | 0.4 | 8 | 10 | 23
#10 O=C(OCC(=O)N1CCN(c2ccccc2)CC1)c1ccccn1
  -1 | -1 | -2 | 5 | 3 | -1.6 | -6 | -1 | 2
#11 CC(=O)c1cccc(NC(=O)N2CCCC2C(=O)Nc2c(C)cccc2C)c1 (stereo unspecified)
  0 | 4 | 9 | 1 | -1 | 0.4 | -4 | -5 | 4
#12 COCCNC(=O)C1CCC(Cn2c(=S)[nH]c3ccccc3c2=O)CC1 (stereo unspecified)
  0 | -2 | -1 | -4 | -1 | 1.0 | 2 | -3 | 3
#13 Cc1ccc(S(=O)(=O)Nc2ccc(NC(=O)c3cccs3)cc2)cc1
  6 | 1 | 18 | 3 | 7 | -3.2 | -2 | 2 | 20
#14 S=c1[nH]nc(-c2cccnc2)o1
  7 | 2 | 4 | -9 | -15 | -1.7 | 5 | 5 | 3
#15 O=C(O)/C=C/C(=O)NCC1CCC(CNC(=O)/C=C/C(=O)O)CC1 (stereo unspecified)
  1 | 2 | / | -3 | 7 | -2.2 | 1 | 2 | 1
#16 CC(=O)Nc1ccc(C(=O)COC(=O)c2ccco2)c(F)c1
  5 | -1 | 1 | 3 | 2 | / | -9 | / | -10
#17 C=CCn1c(CCCNC(=O)C(C)(C)C)nc2ccccc21
  25 | 9 | 2 | 4 | 0 | 1.1 | -3 | -4 | 1
#18 COc1ccccc1NC(=O)C(C)OC(=O)C1CCC(C(C)(C)C)CC1 (stereo unspecified)
  -1 | 7 | 4 | -7 | -7 | -0.9 | -4 | -6 | -6
#19 CNC(=S)N(CCc1cccc(C)c1)Cc1cc2cc(OC)c(OC)cc2[nH]c1=O
  35 | 4 | -1 | -21 | -6 | 0.5 | 8 | -8 | -2
#20 Cc1ccc(C)c(C(=O)CCC(=O)N2CCN(c3ncccn3)CC2)c1
  1 | 2 | 1 | 2 | 5 | 0.3 | 5 | 0 | 7

(continued)
Values run as follows: AHR act | GLD-1 TGE inh | PAFAH1B2 inh | MCL1 BIM primary | BCLXL inh | MEX-5 binding | PME-1 inh | Fam108B inh | pPAFAH FP inh
#21 O=C(c1ccccc1)N1CCN(Cc2c[nH]c3ccccc23)CC1
  13 | 3 | 0 | -2 | -1 | 2.9 | -1 | -2 | 4
#22 Cc1ccc(S(=O)(=O)N2CCN(c3cccc(C)c3)CC2)cc1
  0 | 5 | 9 | -1 | 6 | -0.4 | -2 | -3 | 5
#23 O=C(Nc1ccccc1)N1CCSCC1
  -1 | -1 | 7 | -3 | 2 | -0.2 | 2 | -1 | -2
#24 CCOc1ccc(CCNC(=O)c2cc3sc(Cl)cc3n2C)cc1OCC
  5 | 4 | -4 | -3 | 2 | 0.5 | 1 | -1 | 3
#25 Cc1ccc(C)c(NS(=O)(=O)c2cc(Br)cnc2N)c1
  2 | 12 | 3 | 2 | 1 | 0.3 | 3 | 0 | 5
#26 C[n+]1ccccc1/C=C/c1ccc(F)c(F)c1
  0 | -6 | 1 | -21 | -2 | 2.2 | 2 | -6 | 1
#27 CC12CCC(=O)N1C(C(=O)OCC(=O)Nc1ccc(Cl)c(Cl)c1)CS2 (stereo unspecified)
  0 | 5 | -1 | -4 | 4 | -5.7 | -6 | 1 | 4
#28 Cc1ccc(Sc2nc(C)cc(C)c2S(C)(=O)=O)cc1
  0 | 6 | -4 | 9 | 4 | -0.4 | -2 | -1 | 2
#29 O=C(NNC(=O)c1c(F)cccc1F)c1ccccc1-n1cccc1
  0 | 8 | 5 | -3 | 6 | 0.9 | -2 | 0 | 4
#30 NC(=O)c1ccsc1NC(=O)COC(=O)Cc1cccc2ccccc12
  -1 | -1 | 1 | 5 | 9 | -15 | -1 | 2 | -4
#31 Cc1ccc(C)c(OCCC(=O)OCC(=O)NC(=O)NCc2ccccc2)c1
  -1 | -3 | 7 | -3 | 0 | 1.2 | 5 | 4 | 13
#32 O=C(CN1CCN(c2ccccc2O)CC1)NC(c1ccccc1)c1ccccc1
  2 | 4 | 1 | -10 | -1 | -1.6 | 10 | -2 | 5
#33 Cc1ccnc(NS(=O)(=O)c2ccc(Cl)nc2)c1
  3 | 0 | 2 | 3 | 4 | 0.0 | -6 | -1 | 2
#34 COCC(C)N1CCC(n2nccc2NC(=O)CCOc2ccccc2)CC1 (stereo unspecified)
  -2 | -1 | 2 | 5 | 3 | -4.4 | 4 | 5 | 0
#35 Cc1ccc(Nc2c([N+](=O)[O-])c(=O)n(C)c3ccccc23)cc1C
  11 | 2 | 3 | 7 | 14 | -1.3 | 4 | 1 | 10
#36 CCOC(=O)c1nn(C23CC4CC(CC(C4)C2)C3)c2c1C(=O)N(c1ccc(C)cc1)C2=O
  1 | 4 | -1 | 3 | 4 | -0.7 | -2 | -9 | -2
#37 Cc1ccc(CNC(=O)c2cn(C3CCCC3)c(=O)c3c2c2ccccc2n3C)o1
  11 | -4 | / | 0 | 7 | -1.2 | -1 | 1 | 6
#38 COc1cc(OC)c(Cl)cc1N
  5 | -11 | 0 | -4 | -3 | 0.7 | 2 | -2 | 2
#39 CCOC(=O)c1c(C)n(C)c2ccc(OCC(O)CN3CCC(C)CC3)cc12 (stereo unspecified)
  7 | 2 | 5 | 6 | 7 | -1.8 | -3 | -1 | 8
#40 Cc1cccc(OCC(=O)NNC(=O)C2CCCCC2C(=O)O)c1 (stereo unspecified)
  10 | 3 | 0 | 4 | 1 | -1.7 | -7 | -3 | 4

(further entries)
Values run as follows: AHR act | GLD-1 TGE inh | PAFAH1B2 inh | MCL1 BIM primary | BCLXL inh | MEX-5 binding | PME-1 inh | Fam108B inh | pPAFAH FP inh
#41 CCOC(=O)C1=C(O)C(=O)N(c2ccccc2)C1c1cccc([N+](=O)[O-])c1 (stereo unspecified)
  5 | 2 | 5 | 0 | 3 | 2.2 | -2 | -1 | 3
#42 O=C(C[C@@H]1C/C=C\C[C@H](NC(=O)OCC2c3ccccc3-c3ccccc32)C(=O)O[C@H](c2ccccc2)CNC1=O)NCCO
  3 | 7 | -5 | / | / | / | / | / | 3
#43 O=C(CSc1nc2c(c(=O)[nH]1)CCC2)Nc1cccc(F)c1
  1 | 1 | 7 | 11 | 8 | -0.7 | 2 | 1 | 11
#44 COc1ccc(C(=O)NC2CCCCCC2)cc1S(=O)(=O)N1CCOCC1
  8 | 3 | 1 | 7 | 4 | -0.3 | -8 | 0 | -4
#45 O=C(c1ccc(N2CCNCC2)cc1)c1cccnc1
  21 | 3 | -2 | 2 | 3 | -2.1 | 2 | -2 | 7
#46 CCCCN1C(=O)/C(=C(/C#N)C(N)=O)c2ccccc21
  12 | 4 | 6 | -5 | 1 | -0.8 | -2 | -4 | 0
#47 CC(=O)Nc1ccc(NC(=O)/C(Cl)=C/c2ccccc2)cc1
  -1 | 6 | -3 | -2 | 2 | 3.4 | 5 | -1 | 0
#48 CC(=O)c1cccc(NC(=O)C2CCN(S(=O)(=O)c3cccs3)CC2)c1
  14 | -2 | 3 | 2 | 2 | 1.1 | -2 | -5 | -9
#49 CC1CN/C(=C\C(=O)c2ccc(Cl)cc2)C(=O)N1 (stereo unspecified)
  -8 | -2 | 1 | 2 | 4 | 0.1 | -7 | 0 | 1
#50 Cc1cccc(NC(=O)[C@@H](NC(=O)[C@@H]2Cc3ccccc3CN2)C(C)C)c1
  1 | 3 | 4 | 2 | 0 | 0.5 | 1 | 0 | 2
#51 Cc1ccc(CN2CCN(C/C=C/c3ccc(F)cc3)CC2CCO)o1 (stereo unspecified)
  0 | 0 | 4 | -4 | 1 | -1.1 | -1 | 2 | 7
#52 CCOC(=O)c1ccc(S(=O)(=O)NCC(C)(C)N2CCOCC2)cc1
  7 | -5 | -2 | -2 | 5 | 1.4 | 7 | 3 | -4
#53 CNC(=O)CSc1cnc2ccccc2n1
  13 | 7 | -2 | -1 | 5 | -10 | -1 | -2 | 1
#54 CCC(C)(C)NC(=O)CCCSc1nc2ccccc2[nH]1
  6 | -4 | 3 | 2 | 1 | -1.7 | 3 | -1 | 3
#55 Cc1ccc(C(=O)C[n+]2cccc(C(N)=O)c2)cc1
  6 | -2 | 6 | 5 | 4 | -2.0 | 2 | -1 | 6
#56 COc1ccc(OC)c(NC(=O)CN2C(=O)CSc3ccc(S(=O)(=O)N4CCCC4)cc32)c1
  4 | 3 | 4 | 8 | -2 | -3.6 | 8 | 1 | 2
#57 O=C(CC(c1ccccc1)c1ccccc1O)NCCN1CCOCC1 (stereo unspecified)
  -1 | 3 | 4 | 0 | 0 | -1.4 | -3 | -4 | 3
#58 S=C(N/N=C/c1ccccc1)N1CCOCC1
  1 | 4 | 5 | 15 | 6 | 0.3 | -4 | 1 | 5
#59 CO/N=C/c1ccc(N2CCN(C(=O)c3ccc(C)cc3)CC2)c([N+](=O)[O-])c1
  0 | 7 | 8 | 6 | 21 | -0.8 | 5 | 2 | 5
#60 Cc1ccc2nc(NC(=O)c3ccc(S(=O)(=O)N4CCCc5ccccc54)cc3)sc2c1
  7 | -2 | 1 | 10 | 4 | -0.9 | 3 | -5 | 5
#61 Cc1cc(C)cc(N2C(=O)CC(Sc3ccccc3C(=O)O)C2=O)c1 (stereo unspecified)
  2 | 6 | 0 | 3 | 4 | 2.5 | -2 | 3 | -7
